From PubChem BioAssay
PTAP TSG101 blk = qHTS Assay for Iinhibitors of HIV-1 Budding by Blocking the Interaction of PTAP/TSG101. Potency, µM (top dose mostly 115 µM), without a hit: at the top dose activity change, negative = inhibition, actives largely listed as inhibitors. Tumor susceptibility gene 101 protein (Homo sapiens), Q99816. Fluorescence polarization, FITC-PTAP peptide / Tsg101 binding. 340,000 tested, under 10 active; active = well fitted inhibition curve with a large enough effect in the main read-out, with a control signal flat, not every such curve was filed as active; inconclusive = small, poorly fitted or top-dose-only effect, or effect the other way, or a change in a side signal; inactive = no such curve, though single readings can be large or run the other way; note: potency is the fitted concentration of half-maximal effect; % of control where 0% means no effect
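Compounds were pin-transferred onto Tsg101 binding domain (10 uM final) in HEPES pH 7.5 buffer, then FITC-PTAP peptide was added at 50 nM final. After 20 min at RT, polarization reported peptide displacement across a qHTS concentration series.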
GALK inhibitor = qHTS Assay for Inhibitors of Human Galactokinase (GALK). 0.007% of 270,000 active. P51570. AID 1868, 2009. Potency, µM (doses to about 57.5 µM), for the others: top-dose activity change, negative = inhibition, usual class: inhibitors. Purified GALK, Kinase-Glo residual ATP luminescence; note: potency is the fitted concentration of half-maximal effect; % is set by controls: 0 for no effect and ±100 for the full control effect
Target sequence (P51570 whole entry, looked up): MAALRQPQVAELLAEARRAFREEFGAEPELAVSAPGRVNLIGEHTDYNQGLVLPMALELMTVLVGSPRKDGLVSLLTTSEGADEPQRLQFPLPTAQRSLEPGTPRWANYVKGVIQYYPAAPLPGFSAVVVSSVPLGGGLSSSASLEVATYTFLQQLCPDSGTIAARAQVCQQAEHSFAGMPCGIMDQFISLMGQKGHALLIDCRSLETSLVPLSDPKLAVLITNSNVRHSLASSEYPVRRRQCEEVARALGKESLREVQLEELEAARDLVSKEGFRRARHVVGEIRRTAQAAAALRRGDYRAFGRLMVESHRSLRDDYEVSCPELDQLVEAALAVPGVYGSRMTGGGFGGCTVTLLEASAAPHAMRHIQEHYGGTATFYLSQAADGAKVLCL
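Human GALK (5 nM) with 35 uM ATP and 100 uM galactose in 20 mM HEPES pH 8.0, 5 mM MgCl2, 60 mM NaCl, 1 mM DTT, 0.01% BSA. After 1 h at room temperature, leftover ATP was read by Kinase-Glo Plus luminescence.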
Menin MLL FP TR = qHTS Assay for Inhibitors Targeting the Menin-MLL Interaction in MLL Related Leukemias: Competition With Texas Red Labeled MLL-derived Mutant Peptide; Potency, µM (top dose mostly 61.6 µM), inactives show at the highest dose FP activity change, negative = inhibition, hits mostly inhibitors; Menin + Texas Red MLL mutant peptide, fluorescence polarization; O00255; 0.23% of 270,000 active; AID 1768, 2009; active = well fitted inhibition curve with a large enough effect in the polarisation, with a control signal flat, not every such curve was filed as active; inconclusive = small, poorly fitted or top-dose-only effect, or effect the other way, or a change in a side signal; inactive = no such curve, though single readings can be large or run the other way; the % refers to the polarisation; note: potency is the fitted concentration of half-maximal effect; % of control where 0% means no effect; many of its hits are not listed in these tables
Target sequence (O00255 whole entry, looked up): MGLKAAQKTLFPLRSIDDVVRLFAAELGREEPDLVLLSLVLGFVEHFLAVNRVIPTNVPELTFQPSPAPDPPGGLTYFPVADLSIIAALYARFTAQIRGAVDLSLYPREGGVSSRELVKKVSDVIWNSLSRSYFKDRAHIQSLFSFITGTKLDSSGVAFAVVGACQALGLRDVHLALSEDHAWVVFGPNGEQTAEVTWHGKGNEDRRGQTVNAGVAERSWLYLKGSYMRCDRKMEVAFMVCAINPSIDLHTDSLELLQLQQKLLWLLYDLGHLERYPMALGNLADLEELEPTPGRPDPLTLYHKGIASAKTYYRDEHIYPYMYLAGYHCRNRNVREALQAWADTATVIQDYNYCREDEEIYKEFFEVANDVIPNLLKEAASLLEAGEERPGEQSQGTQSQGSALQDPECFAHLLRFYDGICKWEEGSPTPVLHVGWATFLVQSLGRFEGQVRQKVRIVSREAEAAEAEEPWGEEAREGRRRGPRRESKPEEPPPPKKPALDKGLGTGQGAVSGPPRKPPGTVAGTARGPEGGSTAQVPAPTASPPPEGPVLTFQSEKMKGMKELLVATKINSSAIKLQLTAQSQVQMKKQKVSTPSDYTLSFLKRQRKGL
BCR signal inh = qHTS Assay to Find Inhibitors of Chronic Active B-Cell Receptor Signaling | ABC-DLBCL IkBa-CBG/CBR reporter, luminescence ratio, 4 h | Potency, µM (top dose mostly 46.1 µM), inactives show at the top dose ratio change, negative = lower green/red ratio, actives largely listed as inhibitors | 0.05% of 340,000 active; active = well fitted inhibition curve with a large enough effect in the signal ratio, with a control signal flat, not every such curve was filed as active; inconclusive = small, poorly fitted or top-dose-only effect, or effect the other way, or a change in a side signal; the % refers to the signal ratio;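 note: potency is the fitted concentration of half-maximal effect; plate controls were basal doxycycline-induced cells for no effect and cells given 10 µM MG132 for full effect; MG132 reads +100%, hits lower the ratio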
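Doxycycline induced both beetle luciferases in TMD8 lymphoma cells; IKK-driven degradation limits the IkappaBalpha-fused green signal, while red luminescence normalises for cell number and nonspecific effects. Compounds tested up to 46 uM, 4 hrs.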
a7 integrin act = qHTS for Activators of Integrin-Mediated Alleviation for Muscular Dystrophy. alpha7betagal myoblasts, beta-gal FDG fluorescence, 48 h. Potency, µM (top dose mostly 38.3 µM), for inactives: at the highest dose activation, hits mostly activators. 0.064% of 350,000 active. AID 624291, 2012;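 note: potency is the fitted concentration of half-maximal effect; 100% = response of the positive control SU9516; nearly all actives have a fitted effect of over 60% in size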
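alpha7betagal+/- myoblasts (passage 13, 250/well) treated 48 h at 37C with compounds at 1:260 dilution of DMSO stock. Lysed, then beta-galactosidase activity read as FDG fluorescence (ex 480/em 540) after 30 min, with pre-read for autofluorescence.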
Coupling enz = qHTS Assay for Inhibitors of Fructose-1,6-bisphosphate Aldolase from Giardia Lamblia: Coupling assay counterscreen; activity change, negative = inhibition, % at 58.2 µM, hits read low; coupling enzyme system counterscreen, AmpLite Red fluorescence; 0.67% of 290,000 active; in the data active = activity change below about -30%; note: % is set by controls: 0 for no effect and ±100 for the full control effect
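Activity here indicates interference with the coupling reaction, not aldolase inhibition. Compounds at 57.5 uM final met coupling enzymes for 10 min at RT; substrate and AmpLite Red detection followed, with a 525/598 nm fluorescence read after 20 min.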
ASM inhibitor = Inhibitors of Secretory Acid Sphingomyelinase (S-ASM): qHTS. Potency, µM (series often up to 57.5 µM), inactives show at the highest dose activity change, negative = inhibition, actives largely listed as inhibitors. placental ASM, HMU-PC fluorogenic substrate, 60 min. Sphingomyelin phosphodiesterase (Homo sapiens), P17405. 0.006% of 340,000 active; note: potency is the fitted concentration of half-maximal effect
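qHTS format. ASM enzyme prepared from human placenta hydrolyses the fluorogenic substrate HMU-PC0 (9 uM final) over 60 min at 37 °C after a 10 min compound preincubation.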
B2AR arrestin = qHTS assay of beta-arrestin-biased ligands of beta2-adrenergic receptor | Beta-2 adrenergic receptor (Homo sapiens), P07550 | beta-arrestin recruitment to beta2AR, cell-based reporter | Potency, µM (highest dose often 46.1 µM), for inactives: at the top dose activation, hits mostly activators | 0.02% of 330,000 active;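 note: potency is the fitted concentration of half-maximal effect; 0% = DMSO controls and full agonism = EC100 isoproterenol or metaproterenol; nearly all actives have a fitted effect of over 65% in size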
Giardia killer = Small Molecules that selectively kill Giardia lamblia: qHTS; activity change, % at 7.66 µM, hits read low; Giardia lamblia trophozoite viability; 0.15% of 340,000 active; in the data active = activity change below about -80%; inconclusive = between about -30% and that limit;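 note: parasites exposed to compound for two days anaerobically before the ATP read; % is set by controls: 0 for no effect and ±100 for the full control effect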
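Trophozoite viability was measured as ATP-dependent luminescence, read 15-30 min after reagent addition. Before that, parasites at 100 cells/well were exposed to compounds for 48 h, anaerobically, at 37 deg C.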
PKM2 act = qHTS Assay for Activators of Human Muscle isoform 2 Pyruvate Kinase; AID 1631, 2009; purified PKM2, Kinase-Glo ATP luminescence, activation; response scale: 0% is enzyme alone, no compound; Pyruvate kinase PKM (Homo sapiens), P14618; Potency, µM (titrated, usually from 57.5 µM), for inactives: at the top dose activation, usual class: activators; 0.34% of 260,000 active; note: potency is the fitted concentration of half-maximal effect; % is set by controls: 0 for no effect and ±100 for the full control effect; nearly all actives have a fitted effect of over 55% in size
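Purified hPK-M2 (>95%) run at intermediate activity with 0.1 mM ADP and 0.5 mM PEP in 50 mM imidazole pH 7.2, KCl, MgCl2; 1 h room temperature. ATP formed read by Kinase-Glo luminescence; normalized to uninhibited and no-enzyme controls.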
Tb PFK inh = qHTS Assay to Find Inhibitors of T. brucei phosphofructokinase; ATP-dependent 6-phosphofructokinase (Trypanosoma brucei brucei), O15648; Potency, µM (doses to about 57.5 µM), for inactives: top-dose activity, negative = inhibition, most hits filed as inhibitors; 0.17% of 330,000 active; T. brucei PFK, ADP-Glo luminescence; AID 485367, 2010;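 note: potency is the fitted concentration of half-maximal effect; 0% = uninhibited 1x PFK enzyme wells and -100% = no-enzyme wells; nearly all actives have a fitted effect of over 60% in size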
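ADP-Glo luminescence quantified ADP after 45 min at room temperature, with 1.25 nM T. brucei PFK, 0.1 mM ATP and 0.5 mM fructose-6-phosphate in pH 8.0 TEA buffer. qHTS titrations up to 57 µM; curves classified by quality.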
Starred values were filed as active, the others as inactive; ? = inconclusive; . = no result given; & = joins results of further samples; [ ] = dose if it differs, or a comment. Unless noted, calls come from the whole dose curve; as a rule, active = well fitted curve in the direction sought with a large enough effect; inconclusive = small, poorly fitted or top-dose-only effect, or another doubt; inactive = no such curve, though single readings can be large; an effect the other way counts as inactive or inconclusive.

SMILES | PTAP TSG101 blk | GALK inhibitor | Menin MLL FP TR | BCR signal inh | a7 integrin act | Coupling enz | ASM inhibitor | B2AR arrestin | Giardia killer | PKM2 act | Tb PFK inh
Cc1c(C)n2c(SCC(=O)NC3CCCC3)nnc2[nH]c1=O | -1% | . | . | -8% | 2% | . | 2% | -0.1% | 13 | . | -1%
Cc1cccc(C)c1-n1nnnc1C(C)(C)N1CCN(N=O)CC1 | -2% | 0% | . | ? | 17% | 2 | 0% | 0.1% | 4 | 0% | -2%
CC(c1ccccc1)N1C(=O)c2ccc(C(=O)NCc3ccco3)cc2C1=O (stereo unspecified) | -3% | 0% | -24% | ? | -6% | 3 | -9% | 0.0% | 20 | 3% | -3%
COc1ccc(OC)c(NC(=O)C(=O)N/N=C(\C)CC(=O)Nc2ccc(Cl)cn2)c1 | -3% | 7% | . | -10% | -14% | . | 6% | 0.1% | 12 | . | 5%
CCc1cc(=O)oc2cc(OCC(=O)N(CC)CC)c(Cl)cc12 | -1% | 2% | -4% | 7% | 2% | 0 | 1% | -0.1% | 5 | -11% | -5%
C#CCNC(=O)C1=C[C@@H](c2ccccc2)C[C@@H](OCc2ccc(CO)cc2)O1 | -2% | 0% | 9% | -4% | 1% | 2 | 7% | 0.1% | -5 | 28% | 1%
CCCOc1ccc(NC(=O)C2OC3OC(C)(C)OC3C3OC(C)(C)OC23)cc1 (stereo unspecified) | . | 0% | 3% | 0% | . | 0 | . | -0.8% | . | 2% | 0%
CN(CC(=O)Nc1ccccc1C(F)(F)F)C(=O)CN1C(=O)C2CCCCC2C1=O (stereo unspecified) | -10% | . | . | 6% | 29% | . | 3% | 0.1% | -3 | . | 9%
Cc1ccc(NC(=O)CSc2nnc(-c3cccs3)n2Cc2ccco2)cc1 | -6% | 0% | -12% | ? | 3% | 2 | -4% | -0.9% | -26 | -1% | 8%
Cc1cccc(C2c3[nH]c4ccccc4c3CCN2C(=O)c2cn(C)c3ccccc3c2=O)n1 (stereo unspecified) | -3% | 1% | -19% | ? | -10% | -3 | -7% | 0.3% | 8 | 3% | 15%
Cc1nc(-c2ccc(Cl)cc2)sc1C1(C)CC(c2cccc(Cl)c2)=NO1 (stereo unspecified) | -1% | . | -2% | 22% | -1% | 0 | -19% | -0.6% | -5 | 4% | 0%
N#Cc1cc2c(nc1SCc1ccccc1)CCCC2=O | -11% | 2% | 21% | ? | 2% | 8 | -16% | -0.1% | 15 | -3% | 1%
N#Cc1c(-c2ccccc2)nc(SCC(=O)NC2CCCCC2)[nH]c1=O | -4% | 2% | -1% | 21% | 3% | 17 | 10% | 0.5% | 17 | -5% | -5%
CN(C(=O)C1CCCO1)c1nnc(-c2ccncc2)s1 (stereo unspecified) | -5% | 0% | -3% | 4% | -5% | 0 | 6% | -0.4% | -16 | 1% | -6%
COc1ccccc1CNC(=O)C(c1ccccc1)c1ccccc1 | -2% | . | ? | 0% | -21% | 1 | -1% | -0.6% | -20 | -4% | -1%
Cc1c(Nc2cc(Cl)c3nonc3c2[N+](=O)[O-])c(=O)n(-c2ccccc2)n1C | 1% | -1% | -3% | ? | -68%[inhibitor] | -6 | 0% | 0.2% | 24 | 10% | ?
O=C(CN1C(=O)c2ccccc2C1=O)NCCOc1ccccc1 | -2% | . | . | 8% | -29% | 3 | -1% | -0.2% | -1 | -31% | 0%
COc1ccc(OC)c(/C=N/NC2=NS(=O)(=O)c3ccccc32)c1 | -2% | 1% | ? | 0% | -6% | 0 | 2% | -0.7% | -3 | . | -8%
O=C(c1ccco1)N1C(=O)c2cccc3cccc1c23 | -1% | 0% | -14% | -1% | -17% | 0 | 26% | 0.0% | 13 | 6% | -29%
COc1cc(OC)cc(C(=O)NNC(=O)c2ccc(S(=O)(=O)N(C)c3ccccc3OC)cc2)c1 | -2% | -1% | . | -21% | -1% | 2 | -8% | 0.0% | -4 | 14% | 3%
CCOc1ccccc1OCCC(=O)OCC(=O)c1ccc[nH]1 | 0% | -1% | 1% | -23% | -14% | 1 | 5% | 0.5% | 13 | -7% | 5%
CC1(OC(=O)CCc2ccccc2)C(=O)C=C2C=C(c3ccc(C#N)cc3)N(Cc3ccco3)C=C2C1=O (stereo unspecified) | -3% | 4% | 8%[11.7 µM] | ? | 1% | -1&4 | 41%[activator] | 0.2% | -10 | -11%[11.5 µM] | -4%
CCOc1ccc(OCC)c(NC(=O)CCCN2C(=S)NC(C)(C)CC2C)c1 (stereo unspecified) | 2% | 1% | 4% | -19% | -2% | 0 | 3% | 0.3% | 17 | -13% | 3%
O=C1N/C(=C/c2cccn2-c2ccc(F)cc2)C(=O)N1Cc1ccccc1 | . | 0% | -1% | ? | -14% | -3 | 11% | -0.1% | -7 | -7% | -4%
O=C(CNC(=O)C1(c2ccccc2)CC1)Nc1ccc(F)c(F)c1 | 0% | . | . | ? | -3% | . | 0% | -0.1% | 21 | . | -8%

Continuation:
SMILES | PTAP TSG101 blk | GALK inhibitor | Menin MLL FP TR | BCR signal inh | a7 integrin act | Coupling enz | ASM inhibitor | B2AR arrestin | Giardia killer | PKM2 act | Tb PFK inh
COc1ccc(CNC(=O)Nc2cccc(C)c2)cc1 | -13% | 0% | 1% | -3% | 12% | -2 | 1% | 0.2% | -13 | -3% | 6%
COc1ccc(NC(=S)NC(=O)c2ccc3c(c2)OCCO3)cc1 | -3% | . | . | -2% | ? | . | 8% | ? | -11 | . | 6%
CC1(C)Cc2nc3oc4c(=O)n(CC(=O)Nc5ccc(Cl)cc5)cnc4c3cc2CO1 | -2% | . | . | -2% | -23% | 2 | 19% | -0.5% | 2 | -7% | -12%
COc1cccc(CC2(CO)CCCN(Cc3ccc(C)s3)C2)c1 (stereo unspecified) | 1% | -1% | -8% | 8% | -10% | 1 | 6% | -0.5% | 11 | -1% | -1%
CN(C)c1nc(-c2ccccc2)ns1 | -3% | 1% | . | ? | -20% | 2 | -4% | -0.6% | 7 | 2% | 1%
COc1cc(OC)cc(-c2c(C#Cc3ccsc3)c3cc(-c4ccc(OC)cc4F)ccc3n2C)c1 | -5% | . | . | 2% | 22% | . | 210%[activator] | 0.5% | 31[activator] | . | -3%
CCCc1cc(=O)oc2cc(OCc3cccc(OC)c3)c(Cl)cc12 | 0% | 0% | -3% | 4% | 19% | 1 | -4% | -0.4% | 9 | -5% | 5%
CCOc1ncccc1C(=O)OCc1ccc(C#N)cc1 | -2% | 1% | 19% | -8% | 12% | 0 | 0% | 0.3% | -3 | 0% | 0%
Cc1cc(S(=O)(=O)Nc2ccc(C(=O)NCCCN3CCOCC3)cc2)ccc1F | -2% | . | . | 12% | 16% | . | 0% | -0.7% | 7 | . | 3%
CCOC(=O)N=S(N)(=O)c1ccc(Cl)cc1 (stereo unspecified) | -9% | 0% | 18% | 6% | 13% | 1 | 0% | -0.2% | 1 | -1% | 1%
NC(=O)COC(=O)c1ccc(S(=O)(=O)N2CCCCCC2)cc1 | -4% | 0% | -2% | -15% | -9% | 2 | -1% | -0.1% | -2 | -2% | -13%
O=C(c1ccc2c(c1)OCO2)C1CCCN(C(=O)c2cnn(Cc3ccccc3)c2)C1 (stereo unspecified) | -2% | 2% | -10% | 1% | -26% | 5 | 1% | -0.4% | -16 | -3% | 0%

Looked up above:
CCOc1ncccc1C(=O)OCc1ccc(C#N)cc1 in Tb PFK inh shows 0%
COc1cc(OC)cc(-c2c(C#Cc3ccsc3)c3cc(-c4ccc(OC)cc4F)ccc3n2C)c1 in BCR signal inh shows 2%

A portion of the library. The share of hits here may be higher or lower than overall.
